Screens (PubChem BioAssay)
mHTT-CaM PPI inh = disrupts binding of mutant huntingtin to calmodulin; P42858; inhibition, % at 15 µM; AlphaScreen His-mHTT/GST-CaM binding, luminescence; 3.6% of 190,000 active;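 note: 0% = both proteins with DMSO and 100% = one protein alone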
Pf apPOL inh = Pf-apPOL DNA polymerase inhibition | Recombinant Pf-apPOL, molecular beacon fluorescence, 1.5 h | inhibition, % at 10 µM | 0.25% of 210,000 active
An asterisk follows results filed as active; i = inactive; / = not tested or not shown; & = joins results of further samples. Cut-off read from the data, not from the text of the source: active = inhibition above about 50%; inactive = the rest. Random draw from the library, and some 3.5% of all compounds hit somewhere here.

Every second line gives: mHTT-CaM PPI inh	Pf apPOL inh
> CC1(C)CC(=O)C2=C(C1)OC(N)=C(C#N)C2c1ccc(-c2ccccc2)cc1 (stereo not given)
    -8	1
> CSc1ccc(/C=c2\sc3nc(-c4cccnc4)nn3c2=O)cc1
    12	1
> COc1cccc(C2=COC3(CCCN(C(C)=O)C3)C2)c1 (stereo not given)
    -14	-9
> COc1cccc(-c2nc(C3CCN(S(=O)(=O)c4ccc(F)cc4F)CC3)no2)c1
    -11	-1
> CC(=O)c1ccc(N2CN=c3s/c(=C\c4ccco4)c(=O)n3C2)cc1
    5	-4
> Cc1ccc(NC(=O)c2cc(Br)ccc2Cl)c([N+](=O)[O-])c1
    4	-10
> O=C(CN1CCN(c2ccccn2)CC1)Nc1cccc(C(F)(F)F)c1
    3	-2
> COc1ccc(CNC(=O)c2cnn3c2NC(c2cccs2)CC3C(F)(F)F)cc1 (stereo not given)
    8	5
> COC(=O)c1sccc1Oc1ccc(C(F)(F)F)cc1NC(=O)c1ccco1
    /	2
> COc1cc(OC)c(NC(=O)Cc2cn(C)c3ccccc23)cc1Cl
    7	-1
> COCCNC(=S)N1CCc2cc(OC)c(OC)cc2C1COc1ccc(C(=O)OC)cc1 (stereo not given)
    34	-6
> C=CCNC(=O)Nc1nc2c(OC)ccc(OC)c2s1
    -8	0
> O=C(Nc1ccc(Cl)cc1)c1ccc(Br)o1
    -9	-27
> COc1ccc([N+](=O)[O-])c(N2CCOCC2)c1C#N
    /	-2
> O=C(c1cccs1)N1CCN=C1SCc1ccccc1
    -14	-18
> O=C(CCC1CCCN(C(=O)Nc2ccc(Cl)cc2)C1)NCCC1=CCCCC1 (stereo not given)
    -13	-4
> COC(=O)c1ccc(CN)cc1
    /	-27
> Cc1cc(NC(=O)C2CCCN(c3ccc(-n4cccn4)nn3)C2)no1 (stereo not given)
    25	-13
> Cc1cc(I)ccc1N=Cc1nc(/C=C/c2cccc([N+](=O)[O-])c2)oc1O
    -3	-10
> COC(=O)c1ccc(S(=O)(=O)N2CC(c3nc(-c4ccccc4)no3)C2)cc1
    30	3

Part of the list above, reformatted.
SMILES	mHTT-CaM PPI inh	Pf apPOL inh
COc1cc(OC)c(NC(=O)Cc2cn(C)c3ccccc23)cc1Cl	7	-1
COCCNC(=S)N1CCc2cc(OC)c(OC)cc2C1COc1ccc(C(=O)OC)cc1 (stereo not given)	34	-6

Grouped by structure: the entries above containing fluorine
Every second line gives: mHTT-CaM PPI inh	Pf apPOL inh
> COc1cccc(-c2nc(C3CCN(S(=O)(=O)c4ccc(F)cc4F)CC3)no2)c1
    -11	-1
> O=C(CN1CCN(c2ccccn2)CC1)Nc1cccc(C(F)(F)F)c1
    3	-2
> COc1ccc(CNC(=O)c2cnn3c2NC(c2cccs2)CC3C(F)(F)F)cc1 (stereo not given)
    8	5
> COC(=O)c1sccc1Oc1ccc(C(F)(F)F)cc1NC(=O)c1ccco1
    /	2

Later entries
Every second line gives: mHTT-CaM PPI inh	Pf apPOL inh
> O=C1NN(c2ccc(F)c(Cl)c2)C(=O)/C1=C/c1ccc(-c2ccc(C(=O)O)cc2)o1
    18	-2
> CC1=C(C(=O)Nc2ccccc2)C(c2ccccn2)n2nnnc2N1 (stereo not given)
    2	2
> N#C/C(=C\Nc1ccc([N+](=O)[O-])cc1)c1nc(-c2ccc3c(c2)OCO3)cs1
    -2	0
> CCCC1c2cccn2CCN1C(=O)Nc1cc(Cl)c(OC)cc1OC (stereo not given)
    1	-6
> CCOc1ccc2sc(C=NC3CCCCC3)c(O)c2c1
    36	1
> COc1ccc(N=c2oc3ccc(Cl)cc3cc2C(=O)Nc2nccs2)cc1
    2	2
> Cc1ccc(C(=O)N2CCC3(C2)Nc2cccnc2NC3=NC(C)(C)C)cn1 (stereo not given)
    -1	-5
> O=C(Nc1ccc(Br)cc1)c1cc(S(=O)(=O)NC2CCCCCC2)ccc1F
    15	5
> Cc1cccc(NC2(c3ccccc3)OC(=O)c3ccccc32)c1 (stereo not given)
    2	0
> CCOc1ccc(C2CC(c3ccccc3O)=NN2)cc1 (stereo not given)
    17	-1
> CCCCN(C)C(=O)C1c2ccccc2C(=O)N(CCOC)C1c1cn(C)c2ccccc12 (stereo not given)
    15	-5
> CCCC1=NN(c2nc3ccccc3s2)C(=O)/C1=C(\C)N1CCOCC1
    4	0
> CCN1C(=O)c2cccnc2Sc2cc(C(=O)N(C)c3ccccc3)ccc21
    7	-4
> CCOc1ccc(-n2nc3ccc(N)cc3n2)cc1
    0	-1
> O=C(c1nn2c(C(F)(F)F)cc(-c3cccs3)nc2c1Cl)N1CCOCC1
    9	-1
> O=C(O)c1ccc(OCC(O)Cn2c(Cc3ccccc3)nc3ccccc32)cc1 (stereo not given)
    5	-10
> C=CCn1c(=O)c2c(ncn2CCC)n(-c2ccc(F)cc2)c1=O
    -4	-6
> CC(CCc1ccccc1)N1CCN(S(C)(=O)=O)CC1 (stereo not given)
    -4	2
> CC1CCc2c(sc(NC(=O)Cc3ccc4c(c3)OCO4)c2C#N)C1 (stereo not given)
    -4	-1
> Cc1cccc(N2CCN(C/C=C/c3ccccc3[N+](=O)[O-])CC2)c1C
    66*	-6

Five entries drawn at random from the list so far:
Every second line gives: mHTT-CaM PPI inh	Pf apPOL inh
> C=CCn1c(=O)c2c(ncn2CCC)n(-c2ccc(F)cc2)c1=O
    -4	-6
> N#C/C(=C\Nc1ccc([N+](=O)[O-])cc1)c1nc(-c2ccc3c(c2)OCO3)cs1
    -2	0
> O=C(Nc1ccc(Br)cc1)c1cc(S(=O)(=O)NC2CCCCCC2)ccc1F
    15	5
> COc1ccc(N=c2oc3ccc(Cl)cc3cc2C(=O)Nc2nccs2)cc1
    2	2
> O=C1NN(c2ccc(F)c(Cl)c2)C(=O)/C1=C/c1ccc(-c2ccc(C(=O)O)cc2)o1
    18	-2

Going on with the list:
Every second line gives: mHTT-CaM PPI inh	Pf apPOL inh
> O=c1oc2cccnc2n1CCS(=O)(=O)c1ccc(F)cc1
    /	-2
> COc1ccc2c(c1)CCC/C2=N\OC(=O)c1cc(Cl)ccc1OC
    i	-6
> COCc1c(C(=O)O)nnn1-c1ccc(C(F)(F)F)cc1
    -6	-1
> CS(=O)(=O)Nc1cccc(F)c1
    5	-8
> COCCN=C1Nc2ccccc2CNC12CCN(C(=O)C(C)(C)C)C2 (stereo not given)
    -1	-1
> S=C(NCCc1ccccn1)c1ccccc1
    /	4
> Cc1ccccc1CC(=O)NCCCn1ncccc1=O
    -9	-2
> CCc1nc(C2CCN(C(=O)c3ccc(OC)cc3C)CC2)n[nH]1
    -13	8
> COc1ccc(C)cc1NC(=O)N1CCc2nc[nH]c2C1
    -7	0
> COc1ccc(-c2cc3ccc(O)c(CN4CC5CC(C4)c4cccc(=O)n4C5)c3oc2=O)cc1 (stereo not given)
    1	-29
> Cc1nc2c(C(=O)NCc3ccccc3)cnn2c(C)c1Cc1cccc(Br)c1
    66*	-6
> CN1c2cc(C(=O)N3CCN(C4CCCCC4)CC3)ccc2C(=O)N2CCCCC21 (stereo not given)
    0	2
> O=[N+]([O-])c1ccccc1CNc1ccc(F)c(F)c1
    24	-3
> COc1ccccc1N1CCN(CC(O)COC2CC(C)CCC2C(C)C)CC1 (stereo not given)
    25	-9
> OC1(c2ccccc2)c2ccccc2-c2ncccc21 (stereo not given)
    1	-1
> COc1ccccc1N1CCN(C(=O)c2ccc(F)cc2)C(C)C1=O (stereo not given)
    -1	-4
> O=c1cc(-c2ccccc2[N+](=O)[O-])oc2ccccc12
    5	-10
> Cc1ccc(C(=O)N2CCC(c3ccn4ncc(C(=O)N5CCCCC5)c4c3)CC2)cc1C
    10	1
> O=C(NCC(c1ccco1)N1CCOCC1)c1cc(-c2ccccc2)on1 (stereo not given)
    -12	-2
> CCCCOc1ccc(C(=O)Nc2cccc(F)c2)cc1
    -9	4
> CC(C)NC(=O)c1ccc(OCC2CCCN2C(=O)Cc2cccs2)cc1 (stereo not given)
    -1	-3
> O=C1C2C(C(=O)N1Cc1cccnc1)C1C=CC2C12CC2 (stereo not given)
    0	7
> O=C(Nc1c(-c2ccccc2)nc2c(Br)cc(Br)cn12)c1ccco1
    -3	-6
> CC(=O)c1ccccc1Oc1ncnc(N)c1[N+](=O)[O-]
    3	2
> COc1ccc(-c2cc3nc4c(c(=O)n3[nH]2)CN(C(=O)c2ccc(C)c(F)c2)CC4)cc1
    80*	41
> CCCN1CCc2nc(SCc3cc(C)ccc3C)[nH]c(=O)c2C1
    1	5
> CC(C)c1cc(C2CCCN2C(=O)c2ccn(C)n2)on1 (stereo not given)
    -5	-1
> CN1C(=O)c2cccnc2Sc2cc(NC(=O)Cc3cccc(F)c3)ccc21
    16	1
> C=CCNC(=O)C1CC(c2cccc(C)c2)CN(C(=O)NCC)C1 (stereo not given)
    20	-2
> Oc1ccc2ccccc2c1CN1CCCCC1
    /	-1&-2
> Cc1ccc(S(=O)(=O)N2CCN(C(=O)CN3CCCCC3)C2c2ccccc2)cc1 (stereo not given)
    6	8
> O=C(NCCN1CCN(c2ccccc2F)CC1)C1(n2cccc2)CCCCC1
    24	-9
> COc1ccccc1NC(=O)c1cc(S(=O)(=O)NCC2CCCO2)ccc1F (stereo not given)
    -2	-3
> CCn1c(N2CCC(C(=O)N3CCCCC3)CC2)cc(=O)n(C)c1=O
    43	-2
> CCN(CC)CC(=O)Nc1c(Br)ccc2c1OCO2
    4	-3
> S=C(NC1CCCCC1)N1CC2CCC(CC2)C1
    /	-4
> CCCCNC(=O)c1cn(CC)c(=O)c2c1c1ccccc1n2C
    2	-2
> COc1ccc(NC(=O)C2CCN(c3nnc(-c4ccccc4)o3)CC2)cc1
    7	-4
> O=S1(=O)CCC(NS(=O)(=O)c2ccc(F)cc2)C1 (stereo not given)
    -6	-1
> O=C(CN1CCC(c2nc(-c3ccc(F)cc3)no2)CC1)NCc1ccc(F)cc1
    3	0
> c1csc(-c2csc(CN3CCNCC3)n2)c1
    -1	-1
> COc1ccc(CCC(=O)N2CCC(c3cc4n(n3)CCCN(C)C4=O)CC2)cc1
    -6	-6
> COc1cccc(C2C(C(=O)Nc3ccc(C)cn3)=C(C)NC3=C2C(=O)CC(C)(C)C3)c1 (stereo not given)
    9	0
> CCCNC(=O)c1nnn(-c2ccccc2Cl)c1-c1cccnc1
    4	-3
> Cc1ccccc1Sc1ccccc1C(=O)O
    /	-2
> CSc1ccc(CC(=O)Nc2nc3c(s2)COc2ccccc2-3)cc1
    26	-5
> O=C(c1cc2nc(-c3ccc(Cl)c(Cl)c3)cc(C(F)(F)F)n2n1)N1CCOCC1
    -6	-3
> COc1ccc(C2N(C(=O)c3ccccc3)CCN2S(=O)(=O)c2ccccc2)cc1 (stereo not given)
    6	-4
> COc1ccccc1N(CC(=O)Nc1ccccc1F)S(C)(=O)=O
    1	-11
> Cc1ccc(N(C)S(=O)(=O)c2ccc3[nH]cc(C(=O)N4CCCCCC4)c(=O)c3c2)cc1C
    58*	-7
> COCC(=O)Nc1cc(OC)cc(OC)c1
    6	-7
> CCc1ccccc1NC(=O)CCC1CCN(c2cc(NC3CC3)ncn2)CC1
    0	-5
> O=c1c2c(nc3cc(-c4ccccc4)[nH]n13)CCN(S(=O)(=O)c1ccc3c(c1)CCC3)C2
    15	0
> Cc1cc(S(=O)(=O)C(CNC(=O)C2CCCCC2)c2cccs2)ccc1F (stereo not given)
    -4	2
> CCC(C)C(=O)Nc1cc(Cl)c(Cl)cc1Cl (stereo not given)
    -4	2
> CCC(C)NC(=O)c1cccc(-c2nc(-c3cccc(F)c3)no2)c1 (stereo not given)
    -8	1
> CC(=O)Nc1cccc(-c2cnc3ccccc3n2)c1
    1	-1
> Cc1nc(N2CCCCC2)c2c(C)c(C(=O)N3CCC4(CC3)OCCO4)sc2n1
    -1	-4
> NC(=O)c1ccc(NC(=O)CN2CCN(C3c4ccccc4-c4ccccc43)CC2)cc1
    59*	2
> O=C(Cc1ccccc1)N1CCN(C(=O)C2CC2)CC1
    5	6

Following part:
Every second line gives: mHTT-CaM PPI inh	Pf apPOL inh
> Cc1c(C(=O)NCc2c(F)cc(F)cc2F)oc2ccc(S(=O)(=O)N3CCOCC3)cc12
    22	-7
> CCOC(=O)C1C2C=CC3(CN(c4ccccc4CC)C(=O)C13)O2 (stereo not given)
    -7	-2
> O=C(COc1ccccc1[N+](=O)[O-])Nc1ccc(-c2nc3ncccc3o2)cc1
    7	-1
> O=C(Nc1nc2c(s1)CN(C(=O)C1CC=CCC1)CC2)c1cccs1 (stereo not given)
    13	-7
> Cc1ccc(NC(=O)N2CCC(c3nc4ccncc4n3C(C)C)C2)cc1C (stereo not given)
    22	-6
> CC(C)C1N=C(c2ccc3c(c2)OCO3)CC(c2cc(Br)ccc2O)N1 (stereo not given)
    31	-3
> COCCN1CCC(N2CCCN(C(=O)c3cc(Cl)ccc3OC)CC2)C1=O (stereo not given)
    14	4
> C=CCNC(=O)COc1ccc2ccccc2c1
    -9	-8
> CC(NC(=O)C1CCN(c2ccc(Br)cc2)C1=O)c1ccccc1 (stereo not given)
    -4	-2
> Cc1cc(/C=C2\C(=O)NN(c3ccccc3)C2=O)c(C)n1-c1ccc(F)cc1
    4	-1
> COc1cc(C2C3=C(CC(C)(C)CC3=O)Nc3[nH]c(=O)[nH]c(=O)c32)cc(OC)c1OC (stereo not given)
    2	-2
> CC1(C)CC(=O)C2=C(C1)N(c1cc(C(F)(F)F)ccc1Cl)C(N)=C(C#N)C2c1cccnc1 (stereo not given)
    10	-1
> CC(C)CCSc1nc(N)c2c3c(sc2n1)COC(C)(C)C3
    1	-33
> CCCCNC(=O)c1oc2ccc(S(=O)(=O)N3CCCC3)cc2c1C
    2	12
> O=C(Nc1ccccc1Cl)NC1(C(F)(F)F)Oc2ccccc2O1
    4	-3
